High-throughput results as filed in PubChem BioAssay.
KCNQ1 inh: human KCNQ1 channel inhibition | CHO-K1 KCNQ1, FluxOR thallium flux fluorescence; hits give high values | B-score at 10 µM | 310,000 tested, 1.3% active | AID 2642;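 active means compounds whose thallium flux B-score, printed positive for inhibition, exceeds three library SD while starting fluorescence stays within three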;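 further: channel opened by potassium depolarization with thallium stimulus after 20 min compound exposure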
Target sequence (P51787 whole entry, looked up): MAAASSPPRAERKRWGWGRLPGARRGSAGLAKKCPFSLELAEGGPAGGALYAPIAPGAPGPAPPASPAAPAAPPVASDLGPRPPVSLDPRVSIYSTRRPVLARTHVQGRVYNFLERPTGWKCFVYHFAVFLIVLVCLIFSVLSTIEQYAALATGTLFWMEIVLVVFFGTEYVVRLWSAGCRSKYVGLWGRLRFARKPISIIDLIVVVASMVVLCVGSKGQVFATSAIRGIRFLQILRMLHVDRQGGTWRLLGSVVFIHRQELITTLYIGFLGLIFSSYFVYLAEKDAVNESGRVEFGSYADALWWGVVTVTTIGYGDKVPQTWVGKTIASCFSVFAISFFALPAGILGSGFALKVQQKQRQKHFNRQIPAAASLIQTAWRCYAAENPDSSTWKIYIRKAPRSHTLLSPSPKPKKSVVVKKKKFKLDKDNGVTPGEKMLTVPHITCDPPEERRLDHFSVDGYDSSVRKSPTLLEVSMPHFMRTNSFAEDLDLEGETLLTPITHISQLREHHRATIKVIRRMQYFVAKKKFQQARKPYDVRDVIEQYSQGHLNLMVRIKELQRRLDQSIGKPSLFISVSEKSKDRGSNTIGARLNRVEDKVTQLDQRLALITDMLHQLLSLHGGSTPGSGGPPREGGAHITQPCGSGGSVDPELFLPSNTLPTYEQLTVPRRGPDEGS
PolyA inh: inhibitors of polyadenylation in S. cerevisiae; S. cerevisiae SKY197-pL101 polyadenylation reporter, beta-gal luminescence; efflux-impaired pdr1/pdr3 knockout yeast; score 100 = 6 SD above DMSO; calls only at 12 µM; 300,000 tested, 0.02% active;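 active means lowest replicate activity score at least 50, where 100 means six control SD above control mean; inconclusive means lowest score under 50 but half or more replicates reach 50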;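 further: yeast exposed to compound for 9 h at 30 °C; higher score means more reporter readthrough which indicates perturbed polyadenylation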
GSK3beta inhib: inhibitors of human GSK3beta kinase. GST-GSK3beta kinase, ADP-Glo luminescence, 60 min; hits give low values. activity score (negative = inhibition), % at 10 µM. 300,000 tested, 0.038% active;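 active means more than half of replicate wells score below -50%, meaning over 50% inhibition versus plate controls; inconclusive means some replicates but at most half score below -50%; inactive means no replicate scores below -50%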;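 further: 0% = median DMSO wells and -100% = median GW8510 positive control wells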
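Assay system: GST-fused GSK3beta enzyme, cell-free / Medium: Tris pH 7.5 buffer with MgCl2, DTT, BSA, heparin / Also added: peptide substrate plus 25 µM ATP (final) / Compound: 10 µM single point / Timing: kinase reaction with compound 60 min at room temperature / Detection: ADP-Glo luminescence / Benchmarks: DMSO neutral wells and GW8510 at 20 µM as positive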
KCNQ1 act: potentiators or activators of human KCNQ1 potassium channel | P51787 | CHO-K1 KCNQ1, thallium flux FluxOR fluorescence; hits give high values | B-score at 10 µM | 310,000 tested, 0.35% active;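 active means fluorescence ratio B-score, a plate-corrected score, at least three library SD, with initial intensity B-score within 5 SD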
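Medium – assay buffer, equal DMSO in all wells · Material – CHO-K1 cell line with stable KCNQ1 potassium channel expression · Signal – kinetic FluxOR thallium fluorescence, 10-s 1-Hz baseline, 110-s post-stimulus read · Compound – single concentration per compound, DMSO matched to controls · Schedule – 37 °C overnight plating, 90-min dark dye load, 20-min compound pretreatment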
KCNK3 block: human KCNK3 channel inhibition, primary screen. CHO-KCNK3 thallium flux, FluxOR fluorescence; hits give low values. B-score at 10 µM. 340,000 tested, 0.84% active. AID 602410. O14649;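 active means B-score under library mean minus 4 SD, starting fluorescence ratio at most library mean plus 5 SD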;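 further: more negative B-score means stronger inhibition of thallium flux through KCNK3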
GSK3 alpha inh: human GSK-3 alpha kinase inhibition | ADP-Glo luminescence, 60 min | 320,000 tested, 0.1% active | inhibition, % at 10 µM;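 in the data active means inhibition above about 50%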;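 further: GST-tagged GSK-3 alpha with peptide substrate and 25 µM ATP; 0% = DMSO neutral wells and 100% = GW8510 positive control wells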
hERG rescue: hERG (human) protection from proarrhythmic block; AID 1511; activation (rescue from dofetilide block), less the hit threshold, % at 10 µM; CHO-hERG, FluxOR thallium flux, dofetilide IC70 present; 310,000 tested, 0.51% active; Q12809;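 active means activation above the mean of controls blocked by dofetilide plus 5 SD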;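 further: thallium influx through hERG after potassium depolarization seen as dye fluorescence rise; in these data hits start at about 4.7%; inactives centre near -7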
RGS4 pot: RGS4 potentiation or activation; HEK293 M3R/inducible RGS4, carbachol calcium flux Fluo4; hits give low values; B-score at 10 µM; 310,000 tested, 0.92% active; AID 463111;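 active means B-score of the integrated calcium signal more than 4 SD below the library mean, with starting fluorescence not abnormally high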;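 further: negative B-score means reduced calcium response which marks RGS4 activation or potentiation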
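Assay system: HEK293 FlpIn-TREx cells, stable M3R, doxycycline-inducible RGS4 / Probe or stimulus: carbachol, ECmax concentration / Times: overnight RGS4 induction, 30 min dye load 37 °C, 20 min compound RT / Signal: kinetic calcium fluorescence imaging with Fluo4-AM dye, 2 µM / Measure: Agonist-evoked peak-minus-minimum fluorescence over baseline, integrated ratio, B score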
HDAC3 inhib: inhibitors of human histone deacetylase 3. O15379. recombinant HDAC3, fluorogenic peptide/trypsin coupled, fluorescence. inhibition, % at 8.3 µM. 320,000 tested, 0.15% active; in the data active means inhibition above about 26%, passing the limit was not always enough; inconclusive means no clear call, values can overlap the other calls
Target sequence (O15379 whole entry, looked up): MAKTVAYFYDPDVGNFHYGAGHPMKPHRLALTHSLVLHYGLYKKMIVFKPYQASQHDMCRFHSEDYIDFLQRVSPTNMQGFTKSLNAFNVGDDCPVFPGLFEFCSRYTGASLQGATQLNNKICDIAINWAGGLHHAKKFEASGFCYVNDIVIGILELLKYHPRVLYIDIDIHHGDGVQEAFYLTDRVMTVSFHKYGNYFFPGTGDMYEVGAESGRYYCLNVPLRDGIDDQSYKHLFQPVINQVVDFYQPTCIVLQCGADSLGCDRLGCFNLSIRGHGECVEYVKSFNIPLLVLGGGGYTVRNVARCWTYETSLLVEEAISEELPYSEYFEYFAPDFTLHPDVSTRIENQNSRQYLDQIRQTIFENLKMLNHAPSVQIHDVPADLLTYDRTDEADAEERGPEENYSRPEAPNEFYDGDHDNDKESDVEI
KCNK9 block: human KCNK9 channel inhibition; HEK293 KCNK9, FluxOR thallium flux fluorescence; hits give low values; 310,000 tested, 1.2% active; B-score at 10 µM; AID 488922;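 active means ratio B-score over 3 SD below the library mean, with starting fluorescence within 5 SD of its mean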;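 further: negative B-score means less thallium flux so channel inhibition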
Dyrk1A ADPGlo: inhibitors of rat Dyrk1A kinase. Q63470. ADP-Glo luminescence, NFATc1 peptide. inhibition, % at 12.5 µM. 310,000 tested, 0.43% active. AID 504441; in the data active means inhibition above about 50%;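 further: plate controls were vehicle with enzyme for no effect and no enzyme for full effect; many of its hits are not listed in these tables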
Starred values were filed as active, the others as inactive; i = inactive; ? = inconclusive; · = no result given. Some of the compounds tested; count on the stated rates, not on these rows.

The opening 3 records (preview)
Values run as follows: KCNQ1 inh, PolyA inh, GSK3beta inhib, KCNQ1 act, KCNK3 block, GSK3 alpha inh, hERG rescue, RGS4 pot, HDAC3 inhib, KCNK9 block, Dyrk1A ADPGlo
- COc1ccccc1C(=O)N/C(=C\c1cn(C)c2ccccc12)C(=O)NCCCn1ccnc1
 : i, i, -4, i, i, -1, -15, i, 5, i, 1
- COC(=O)CCCNC(=O)CC1C(=O)NCCN1Cc1ccoc1 (centres undefined)
 : i, i, 4, i, i, -1, -7, i, -2, i, 0
- Cc1ccccc1C(=O)NC(CC(C)C)C(=O)NN1C(=O)c2ccccc2C1=O (centres undefined)
 : i, i, 0, i, i, 2, -8, i, 6, i, -4

The listing, repeating the preview:
Values run as follows: KCNQ1 inh, PolyA inh, GSK3beta inhib, KCNQ1 act, KCNK3 block, GSK3 alpha inh, hERG rescue, RGS4 pot, HDAC3 inhib, KCNK9 block, Dyrk1A ADPGlo
- COc1ccccc1C(=O)N/C(=C\c1cn(C)c2ccccc12)C(=O)NCCCn1ccnc1
 : i, i, -4, i, i, -1, -15, i, 5, i, 1
- COC(=O)CCCNC(=O)CC1C(=O)NCCN1Cc1ccoc1 (centres undefined)
 : i, i, 4, i, i, -1, -7, i, -2, i, 0
- Cc1ccccc1C(=O)NC(CC(C)C)C(=O)NN1C(=O)c2ccccc2C1=O (centres undefined)
 : i, i, 0, i, i, 2, -8, i, 6, i, -4
- CCCCN1C(=O)C2C3C=CC(C2C1=O)C1C2C(=O)N(CCCC)C(=O)C2C31 (centres undefined)
 : i, i, 2, i, i, -2, -12, i, -1, i, -6
- COc1cccc2c1cc1c(=O)n(CC(=O)NCCCN3CCCCC3)nc(C)n12
 : i, i, -60*, i, i, -1, -4, i, -61, i, -2
- CCOC(=O)C1=C(C)N(c2ccc(C)c(C)c2)C(=O)/C1=C\c1ccco1
 : i, i, -10, i, i, 2, -10, i, 5, i, -1
- CCOc1ncccc1C(=O)NNC(=O)c1csc(N2CCOCC2)n1
 : i, i, 0, i, i, -1, -13, i, 0, i, 4
- O=C1c2cccc3c([N+](=O)[O-])ccc(c23)C(=O)N1CCc1ccccn1
 : i, i, -1, i, i, 1, -14, i, -2, i, 4
- Cc1cc(/C=N/NC(N)=S)c(C)n1-c1cccc(Cl)c1
 : i, i, 6, i, i, ·, -12, i, 10, i, -5
- COc1ccc(/C=N/NC(=O)Cc2csc(Nc3cccc(C(F)(F)F)c3)n2)c(OC)c1
 : i, i, -1, i, i, 1, -7, i, ?, i, 1
- CCCOc1ccc(C(=O)NCCO)cc1
 : i, i, -2, i, i, -1, -5, i, -1, i, ·
- COc1ccc(OCCCC(=O)Nc2ccc3c(c2)OCCO3)cc1
 : i, i, 1, i, i, -3, -10, i, -7, i, -5
- O=C(NCc1ccc(F)cc1)c1ccc2c(c1)S(=O)(=O)c1ccccc1C2=O
 : i, i, 4, i, i, -1, -6, i, 5, i, 5
- COc1ccc(S(=O)(=O)N2CCCC2CNC(=O)C(=O)NCc2ccc3c(c2)OCO3)cc1 (centres undefined)
 : i, i, -2, i, i, 0, -17, i, -14, i, -3
- CN(C)S(=O)(=O)c1ccc(N2CCCC2)c(C(=O)Nc2nc3ccccc3s2)c1
 : i, i, -2, i, i, -1, -6, i, 1, i, -4
- COc1ccccc1C(=O)OCc1ccc2sc(C)nc2c1
 : i, i, 2, i, i, 1, -4, i, 4, i, 7
- COC(=O)c1nnn(-c2cc(Cl)cc(Cl)c2)c1C(=O)OC
 : i, i, 3, i, i, -2, -9, i, 2, i, ·
- O=C(COC(=O)CN1C(=O)c2cccc([N+](=O)[O-])c2C1=O)NC1CCS(=O)(=O)C1 (centres undefined)
 : i, i, 1, i, i, 0, -7, i, ·, i, 3
- CC(=O)c1ccc(S(=O)(=O)NC2CC(=O)N(c3ccc(C)cc3)C2)cc1 (centres undefined)
 : i, i, 0, i, i, -1, -8, i, -2, i, 3
- CC(C)(C)c1ccc(OCCCCCCN2CCNCC2)cc1
 : i, i, -5, i, i, 2, -16, i, 4, i, -1
- Cc1ccc(CNC(=O)C2CCC(=O)N(Cc3ccc(Cl)cc3)C2)cc1F (centres undefined)
 : i, i, -2, i, i, 0, 1, i, 2, i, 2
- Cc1cccc(-n2ncc(C(=O)NC3CCCC3)c2C2CCN(C(=O)OC(C)(C)C)CC2)c1
 : i, i, 2, i, i, -4, -5, i, 3, i, 2
- CCOCCOC(=O)c1ccc(NC(=O)C2COc3ccccc3O2)cc1 (centres undefined)
 : i, i, -2, i, i, 0, -4, i, -2, i, ·
- Clc1ccc(OCCn2ccnc2)cc1Cl
 : i, i, 1, i, i, 0, -9, i, -3, i, 4
- COC(=O)c1cc2occc2n1CC(=O)Nc1ccc(OC)c(OC)c1OC
 : i, i, 1, i, i, 4, -5, i, 1, i, -8
- COc1ccc(S(=O)(=O)N2CCOc3ccccc32)cc1
 : i, i, 1, i, i, 1, -3, i, 1, i, 2
- Cc1c(-n2c(SCC(C)C)nc3ccccc3c2=O)c(=O)n(-c2ccccc2)n1C
 : i, i, 1, i, i, -4, -17, i, -1, i, -5
- C=C(C)[C@@H]1CC=C(C(=O)O)CC1
 : i, i, 2, i, i, -3, -4, i, 4, i, 4
- CCOc1ccc(NS(=O)(=O)c2ccc(NC(=S)NC(=O)CC(C)C)cc2)cc1
 : i, i, 2, i, i, -2, -12, i, ?, i, -2
- CCc1cc(=O)oc2cc(C)cc(OCC(=O)N3CCC(C(=O)NC(C)C)(c4ccccc4)CC3)c12
 : i, i, -1, i, -14*, 0, -10, i, -14, -19*, -2
- COc1ccc(NC(=S)NCc2ccc3c(c2)OCO3)cc1
 : i, i, -2, i, i, -7, -6, i, 2, i, 9
- C/C(=N\NC(=O)c1cc2c(s1)CCC(C)C2)c1ccncc1 (centres undefined)
 : i, i, 2, i, i, ·, -4, i, -1, i, -1
- CCN1CCN(c2cc(N3CCN(C(=O)c4ccco4)CC3)c3c4c(onc24)-c2ccccc2C3=O)CC1
 : 8*, i, -2, i, i, 2, -10, i, 0, i, ·
- CCOC(=O)C1C(=O)CC(C)(O)C(C(=O)OCC)C1c1ccc(N(CC)CC)cc1 (centres undefined)
 : i, i, 1, i, i, 0, -2, i, -8, i, 0
- Cc1cc(NC(=O)C2C3C(=O)N(CC4CCCO4)C(C(=O)NC(C)(C)C)C34C=CC2(C)O4)no1 (centres undefined)
 : i, i, -2, i, i, 0, -7, i, -1, i, ·
- CC12CCC(=O)N1C(C(=O)Nc1cccc3ccccc13)CS2 (centres undefined)
 : i, i, 2, i, i, ·, -2, i, 7, i, 4
- COc1nnc(-c2ccc(N3CCCCC3)c(NC(C)=O)c2)c2ccccc12
 : i, i, 1, i, i, 0, -13, i, 10, i, 0
- O=C(CSCC(=O)c1ccccc1)Nc1ccccc1Cl
 : i, i, -1, i, i, -2, 0, i, 6, i, 0
- O=C(CSc1ccc2nnc(-c3ccncc3)n2n1)Nc1ccccc1F
 : i, i, -1, i, i, 3, -9, i, 4, i, -1
- O=C(Nc1ncn[nH]1)c1ccccc1O
 : i, i, 0, i, i, 2, -11, i, ·, i, 2
- OC[C@@H]1CCCN1Cc1nc(-c2cccs2)no1
 : i, i, -5, i, i, -1, -10, i, 0, i, -1
- COc1ccccc1-n1cnc2cc(NCc3cccs3)ccc21
 : i, i, 1, i, i, 2, -6, i, 4, i, -12
- COc1ccc(C(=O)N/N=C/c2sc3ccccc3c2O)cc1
 : i, i, 1, i, i, -4, -11, i, 10, i, -1
- CC(C)CN(C(=O)COC(=O)C12CC3CC(CC(Cl)(C3)C1)C2)c1c(N)n(Cc2ccccc2)c(=O)[nH]c1=O
 : i, i, 3, i, i, -1, -12, i, 6, i, 20
- Cc1ccc(N2C(=O)CSC2=S)cc1C
 : i, i, -2, i, i, 1, -9, i, -1, i, 4
- N#CC1=C(N)Oc2cc(O)ccc2C1c1ccccc1 (centres undefined)
 : i, i, 0, i, i, 1, -11, i, -2, i, -69
- O=C(NC1CCCCC1)C(c1ccccc1)N1CCCC1 (centres undefined)
 : i, i, -2, i, i, 0, -5, -8.8*, -4, i, 6
- O=C(O)CC(CC(=O)N1CCN(C(=O)c2ccco2)CC1)c1ccccc1 (centres undefined)
 : i, i, -3, i, i, 2, -5, i, -1, i, -5
- O=C(NCC1CCCCC1)C1(CC2CC(c3ccc(Cl)cc3)=NO2)CCNCC1 (centres undefined)
 : i, i, -4, i, i, -1, -10, i, 2, i, 1
- CCN(CC)S(=O)(=O)c1cc(NC(=O)CN2CCN(c3ccccn3)CC2)ccc1C
 : i, i, -2, i, i, -2, -3, i, 4, i, -4
- COc1ccc(N2CCN(S(=O)(=O)c3ccc4c(c3)CCCC4)CC2)c([N+](=O)[O-])c1
 : 7*, i, 3, i, i, -1, -14, i, ?, i, -5
- COc1ccc(N2CCN(C(=O)COc3cccc4ccccc34)CC2)cc1
 : i, i, 2, i, i, -2, -11, i, 5, i, 1
- CCOc1ccc(N=Cc2c(C)[nH]n(-c3nc4ccccc4[nH]3)c2=O)cc1
 : i, i, -3, i, i, -1, -5, i, 1, i, 1
- O=C(NCCCc1ccncc1)C1CCC(=O)N(Cc2cccc(F)c2)C1 (centres undefined)
 : i, i, 0, i, i, -1, -6, i, -4, i, ·
- CCOC(=O)c1c[nH]c2c(Cl)c(Cl)ccc2c1=O
 : i, i, -2, i, i, 0, -3, i, -2, i, -3
- O=C(CSc1nnc(NC(=O)C2CCC2)s1)Nc1ccccc1Br
 : i, i, -4, i, i, -1, -5, i, ?, i, -6
- Cc1c(Cl)cccc1NC(=O)c1ccc(OCC(=O)NCc2ccccc2)cc1
 : i, i, 0, i, i, -1, -8, i, -5, i, -5
- CC(=O)Nc1ccc(Nc2ccc(N3C(=O)CCCC3=O)cc2[N+](=O)[O-])cc1
 : i, i, 3, i, i, -5, -8, i, 0, i, -1
- CC(=O)Nc1ccc(Nc2c([N+](=O)[O-])cc(S(C)(=O)=O)cc2[N+](=O)[O-])cc1
 : i, i, 2, i, i, -2, -9, i, 7, i, 2
- O=C(NCc1ccccc1)c1ccccc1-c1nc2ccccc2[nH]1
 : i, ·, 4, i, i, -3, -16, i, 1, i, -5
- CC(=O)c1ccc(OCc2ccccc2)c(C)c1O
 : i, i, 0, i, i, -2, -8, i, 2, i, -10
